Pol beta inh = blocks human DNA polymerase beta activity; Potency, µM (series often up to 114 µM), inactives show at the highest dose activity change, negative = inhibition, actives largely listed as inhibitors; 1.3% of 340,000 active; P06746; AID 485314; Pol beta primer extension/strand displacement, fluorescence kinetic; also: potency is read from the fitted curve at half-maximal effect; % is scaled to controls: 0 for no effect and ±100 for the full control effect
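Enzyme-only controls used 10 nM Pol beta; buffer lacking enzyme served as negative control. Compound preincubated 15 min, then 50 nM substrate added; 0 and 10 min reads at room temperature.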
Glioma ERSR ind = ER stress response induction in glioma; Potency, µM, for the others: at the highest dose activation, actives largely listed as activators; 0.02% of 420,000 active; U87-MG GRP78 promoter luciferase reporter, 16 h; also: potency is read from the fitted curve at half-maximal effect; series mostly up to about 76 µM; % of control where 0% means no effect; nearly all actives have a fitted effect of over 35% in size
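Stably transfected U87-MG glioma cells carrying a GRP78-based luciferase sensor; 16 h compound incubation. Luminescence end-point read 10 min after Bright-Glo addition at room temperature.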
Pol iota inh = DNA polymerase iota (human) inhibition; Q9UNA4; Pol iota fluorescent replication assay, 10 min; Potency, µM (doses to about 115 µM), inactives show top-dose activity, negative = inhibition, usual class: inhibitors; 1% of 390,000 active; also: potency is read from the fitted curve at half-maximal effect
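Fluorescent replication assay read twice, at 0 min and 10 min after adding 50 nM (final) substrate. Enzyme (10 nM) and compounds were first incubated 15 min at room temperature; enzyme-free buffer wells were negative controls.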
POLH inh = blocks human DNA polymerase eta activity | 1.2% of 390,000 active | recombinant Pol eta, fluorescent DNA replication assay | AID 588591 | Q9Y253 | Potency, µM (doses to about 114 µM), for inactives: at the highest dose activity change, negative = inhibition, usual class: inhibitors; also: potency is read from the fitted curve at half-maximal effect; % is scaled to controls: 0 for no effect and ±100 for the full control effect
Target sequence (Q9Y253 whole entry, looked up): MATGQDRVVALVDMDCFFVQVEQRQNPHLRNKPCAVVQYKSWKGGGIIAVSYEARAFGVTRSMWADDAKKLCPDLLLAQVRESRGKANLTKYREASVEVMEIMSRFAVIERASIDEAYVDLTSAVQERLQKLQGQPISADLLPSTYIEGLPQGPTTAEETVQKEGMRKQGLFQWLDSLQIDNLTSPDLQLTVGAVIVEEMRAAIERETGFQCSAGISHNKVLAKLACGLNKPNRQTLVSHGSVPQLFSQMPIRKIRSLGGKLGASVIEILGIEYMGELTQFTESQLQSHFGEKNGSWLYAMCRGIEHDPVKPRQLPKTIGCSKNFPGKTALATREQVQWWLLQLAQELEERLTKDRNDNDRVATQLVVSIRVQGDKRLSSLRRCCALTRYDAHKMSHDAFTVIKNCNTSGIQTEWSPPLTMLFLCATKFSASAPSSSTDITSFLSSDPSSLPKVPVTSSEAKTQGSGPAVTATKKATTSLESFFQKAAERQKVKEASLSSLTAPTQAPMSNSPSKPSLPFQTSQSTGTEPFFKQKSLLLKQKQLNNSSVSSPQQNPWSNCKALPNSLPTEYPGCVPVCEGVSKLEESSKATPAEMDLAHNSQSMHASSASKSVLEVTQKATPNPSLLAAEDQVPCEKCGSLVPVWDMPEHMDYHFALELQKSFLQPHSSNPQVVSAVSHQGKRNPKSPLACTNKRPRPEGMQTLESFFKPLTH
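Pol eta (10 nM) was preincubated with compounds for 15 min at room temperature, after which fluorescent replication substrate (50 nM final) was added to start the reaction. Fluorescence was read kinetically at 0 and 10 min.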
Apoferritin bind = candidate novel general anesthetic via apoferritin binding; P02791; apoferritin/1-aminoanthracene competitive binding, fluorescence; Potency, µM (highest dose often 77.5 µM), without a hit: at the highest dose activity change, negative = displacement, most hits filed as inhibitors; 0.074% of 350,000 active; also: potency is read from the fitted curve at half-maximal effect; % is scaled to controls: 0 for no effect and ±100 for the full control effect; nearly all actives have a fitted effect of over 20% in size
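In PBS, apoferritin at 10 uM is loaded with 1-AMA from a 50% saturated solution. After 10 min of compound exposure at ambient temperature, reduced 535 nm fluorescence indicates probe displacement.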
APEX1 inh = inhibitors of human APE1 endonuclease | P27695 | recombinant APE1, TAMRA/BHQ-2 abasic DNA cleavage fluorescence | Potency, µM (doses to about 65.8 µM), for the others: at the top dose activity change, negative = inhibition, usual class: inhibitors | 0.35% of 350,000 active;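 also: potency is read from the fitted curve at half-maximal effect; plate controls were vehicle for no effect and reference inhibitor for full effect; nearly all actives have a fitted effect of over 55% in size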
Target sequence (P27695 whole entry, looked up): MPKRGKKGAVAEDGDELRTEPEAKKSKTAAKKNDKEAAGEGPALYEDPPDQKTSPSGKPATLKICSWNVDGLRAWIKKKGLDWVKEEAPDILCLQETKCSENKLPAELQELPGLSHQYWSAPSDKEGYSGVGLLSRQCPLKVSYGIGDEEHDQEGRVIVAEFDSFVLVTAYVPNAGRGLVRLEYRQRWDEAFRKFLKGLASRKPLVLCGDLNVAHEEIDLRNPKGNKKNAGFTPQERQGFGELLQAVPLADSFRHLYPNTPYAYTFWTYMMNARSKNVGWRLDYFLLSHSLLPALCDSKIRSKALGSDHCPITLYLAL
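Readout is kinetic fluorescence (ex 525, em 598 nm) from cleavage of 50 nM TAMRA/BHQ-2 THF abasic duplex by 0.75 nM APE1, compound added 15 min beforehand at RT.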
Pol kappa inh = inhibitors of human DNA polymerase kappa. Q9UBT6. Potency, µM (highest dose often 107 µM), inactives show at the highest dose activity, negative = inhibition, hits mostly inhibitors. purified Pol kappa, fluorescent DNA synthesis assay, 10 min. 0.53% of 400,000 active. AID 588579; also: potency is read from the fitted curve at half-maximal effect; % is scaled to controls: 0 for no effect and ±100 for the full control effect
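Inhibition of 10 nM Pol kappa is measured by a fluorescent read-out at 0 and 10 min following addition of 50 nM substrate (final), with a 15-min room-temperature compound preincubation.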
LDHA block = inhibitors of human lactate dehydrogenase A. purified LDHA, NADH/diaphorase-resazurin fluorescence; stronger effect = lower value. activity change, % (values are at about 110 or 230 µM). 0.15% of 480,000 active; in the data active = activity change below about -30%; inconclusive = mostly about -25% to -30%;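 also: plate controls were DMSO wells for no effect and wells without enzyme for full effect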
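Human LDH5 (2 nM) was incubated with 0.06 mM NADH and 0.2 mM pyruvate for 5 min at room temperature in Tris pH 7.4. Remaining NADH was coupled through diaphorase/resazurin, and resorufin fluorescence was read at 0 and 20 min.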
BLM helicase inh = Bloom syndrome helicase (human) inhibition; Potency, µM (series often up to 56.1 µM), without a hit: at the top dose activity change, negative = inhibition, actives largely listed as inhibitors; P54132; recombinant BLM DNA unwinding, fluorescence dequenching; 0.2% of 350,000 active;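 also: potency is read from the fitted curve at half-maximal effect; plate controls were vehicle for no effect and no enzyme for full effect; nearly all actives have a fitted effect of over 35% in size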
* hit, by the source's call; ? = inconclusive; . = not tested or not shown; & = joins results of further samples; [ ] = dose if it differs, or a comment. Unless noted, calls follow the shape of the dose curve; as a rule, active = well fitted curve in the direction sought with a large enough effect; inconclusive = small, poorly fitted or top-dose-only effect, or another doubt; inactive = no such curve, though single readings can be large; an effect the other way counts as inactive or inconclusive. This is a subset; the hit share may differ from the screen's.

SMILES	Pol beta inh	Glioma ERSR ind	Pol iota inh	POLH inh	Apoferritin bind	APEX1 inh	Pol kappa inh	LDHA block	BLM helicase inh
O=C(NCc1ccco1)c1ccc(Cl)c(S(=O)(=O)N2CCc3ccccc32)c1	14%	0%	3%	-11%	1%	-3%	-6%	-7	0%
Cc1cc(C)nc(NC(=O)CSc2ncccn2)n1	1%	.	.	.	-10%	-3%	.	.	-1%
CC1CCN(C(=O)CSc2nc3ccccc3[nH]2)CC1	-21%	1%	19%	-7%	3%	-4%	-3%	-4	-1%
Cc1nn(Cc2ccc([N+](=O)[O-])cc2)c(=O)n1-c1ccccc1	0%	-2%	25%	-13%	-18%	-2%	0%	-3	2%
O=C(CSc1nc2ccccc2o1)Nc1cc(C(F)(F)F)ccc1N1CCOCC1	-8%	-4%	5%	-1%	-4%	-4%	-8%	2	-7%
CCNS(=O)(=O)c1ccc(CCC(=O)NCc2ccccn2)cc1	16%	-1%	-18%	4%	2%	56%[activator]	-8%	-9	-15%
COCCNC(=O)CCCCCNS(=O)(=O)c1ccc(C)cc1	45%	-2%	40%[activator]	-11%	-8%	1%	-6%	-7	1%
N#Cc1c(-c2ccc(Cl)cc2)c(-c2ccc(Cl)cc2)nn(CCO)c1=O	.	-7%	-8%	-16%	.	.	-6%	5	.
C/C(=N\OCc1cccc(C(=O)O)c1)c1ccc(Cl)cc1	-24%	-15%	22%	3%	26%	-2%	-3%	-12	-6%
COc1ccc(C(=O)Nc2ccc3c(c2)OCO3)cc1OC	11%	7%	9%	-14%	-13%	27%	-4%	3	-2%
CC1CCCCC12NC(=O)N(CC(=O)N1CCN(c3ccccc3)CC1)C2=O (stereo unspecified)	.	-3%	-16%	-8%	.	-13%	-11%	-13	.
Cc1ccc(NC(=O)c2cc(S(=O)(=O)N3CCOCC3)c(Br)s2)cc1	?	0%	14%	-11%	4%	-5%	-8%	-5	-10%
COc1ccccc1N(CC(=O)Nc1ccc(C)c(Cl)c1)S(=O)(=O)c1ccc(C)cc1	4%	-1%	-3%	-13%	55%[activator]	.	-5%	-4	-11%
CCOC(=O)c1c(C)[nH]c(C(=O)OCc2ccc(F)cc2)c1C	-21%	0%	54%[activator]	-21%	-7%	-21%	-1%	-10	-6%
COc1ccc(S(=O)(=O)N(CCc2ccccc2)CC(=O)O)cc1	3%	-3%	5%	-9%	-15%	4%	0%	-1	-3%
CC(C)=CC(=O)OCC(=O)Nc1nc(C)c(Cl)cc1Cl	21%	-1%	2%	1%	-19%	2%	-9%	-18	2%
CC(N=C(NS(=O)(=O)c1ccc(Cl)cc1)c1ccccc1)C(=O)O (stereo unspecified)	29%	-4%	-9%	-6%	-12%	-2%	-7%	0	-2%
CCOC(=O)N1CCN(CC(=O)Nc2cc(OC)c(OC)cc2C#N)CC1	5%	-1%	111%[activator]	-19%	-6%	-2%	-5%	-2	-4%
COc1ccc(OC)c(S(=O)(=O)N2CCCC(C(=O)NCc3cccnc3)C2)c1 (stereo unspecified)	24%	-1%	124%[activator]	3%	-1%	38%[activator]	7%	-7	0%
COc1ccc(N(C)S(=O)(=O)c2cccc(C(=O)OCC(=O)NCc3ccccc3OC)c2)cc1	-24%	-3%	-8%	?	-2%	0%	-9%	-1	0%
CCSc1nc(O)c(C(c2cccc(OC)c2)c2c(O)nc(SCC)[nH]c2=O)c(=O)[nH]1	4%	-1%	51%[activator]	-20%	-5%	48%[activator]	-4%	2	-1%
CC(C)(C)c1ccc(C(=O)N/N=C2\C3CN4CCN(C3)CC2(c2ccccc2)C4)cc1	25%	-4%	-25%	-16%	-7%	10%	-5%	-3	3%
CC(=O)N1CCOc2ccc(S(=O)(=O)NCCc3cccc(C)c3)cc21	16%	-1%	19%	-15%	-15%	19%	-3%	-4	-2%
CN(C(=O)C12CC3CC(CC(C3)C1)C2)C1CCS(=O)(=O)C1 (stereo unspecified)	15%	2%	5%	-8%	-13%	3%	0%	-6	0%
COc1ccc2cc(CN(CC3COCCO3)S(=O)(=O)c3ccccc3)c(=O)[nH]c2c1 (stereo unspecified)	0%	-2%	20%	-18%	-10%	18%	-1%	-4	0%
SMILES	Pol beta inh	Glioma ERSR ind	Pol iota inh	POLH inh	Apoferritin bind	APEX1 inh	Pol kappa inh	LDHA block	BLM helicase inh
CCC1CCCCC1	.	-8%	.	.	-2%	1%	14%[60.1 µM]	.	0%
CC[C@]1(C(=O)OC)[C@H]2C(=O)N(Cc3ccccc3)C(=O)[C@H]2[C@H]2CN=C(SCc3ccc(C#N)cc3)N21	.	-2%	22%	-19%	.	6%	10%	1	.
Cc1oc(-c2cccc(Br)c2)[n+]([O-])c1C	-2%	1%	27%	0%	-7%	11%	3%	-7	-4%
CC(C)CN(CC(C)C)C(=O)CN1c2cccc3cccc(c23)S1(=O)=O	-15%	-7%	34%[activator]	-10%	4%	-3%	-6%	1	-4%
O=S(=O)(CCCc1ccccc1)c1ncn[nH]1	6%	-2%	-14%	-1%	-5%	8%	-3%	-4	0%
CCC1=C/C(=C\c2ccc3c(c2)OCO3)C(=O)S1	14µM*	.	.	.	-23%	?	.	.	-21%
CC(C)c1ccc(NC(=O)CSC2=Nc3ccccc3C3=NC(CCC(=O)NCc4ccco4)C(=O)N23)cc1 (stereo unspecified)	2%	0%	29%	-9%	?	.	-5%[60.1 µM]	-7	-4%
CC1(C)Cc2ccccc2-c2nnc(SCc3ccc(C#N)cc3)n21	8%	-5%	14%	-4%	?	1%	-10%	-1	1%
Cc1cc([N+](=O)[O-])ccc1NC(=O)c1cc2ccccc2o1	12%	1%	5%	2%	-7%	43%[activator]	-8%	-8	0%
COC(=O)c1nn(-c2ccccc2)c(Cl)c1/C=N/OCc1ccc(C)cc1	4%	-1%	5%	-21%	-18%	-1%	-15%	-10	-10%
O=C(COc1ccc(Cl)cc1)Nc1cc2c3c(c1)CC(=O)N3CCC2	.	-2%	-2%	-12%	.	1%	-1%	3	.
C=CCCC(=O)NC1CCCc2c1cnn2-c1ccccc1F (stereo unspecified)	0%	-2%	37%[activator]	-11%	-8%	-9%	4%	-2	2%
CCN(CCCn1c(=S)[nH]c2ccc(N3CCOCC3)cc2c1=O)c1ccccc1	-11%	-11%	101%[activator]	-16%	49%[activator]	1%	-11%	-2	-9%
Cc1nnc(SCC(=O)NC2CCCc3c2cnn3-c2ccccc2F)o1 (stereo unspecified)	3%	5%	-26%	-1%	-5%	-10%	4%	-3	3%
Cc1ccc(CN2C(=O)CCC2C(=O)NCc2cccnc2)cc1 (stereo unspecified)	48%	-4%	7%	1%	-5%	3%	-10%	-10	-1%
COc1ccc(C(=O)CSc2nnc(CN3CCCCC3)n2-c2ccc(F)cc2)cc1OC	0%	-6%	134%[activator]	-11%	-22%	3%	-14%	-9	-2%
COc1cc(C(=O)OCCCN2CCOCC2)ccc1O	-3%	14%	52%[activator]	6%	-5%	-1%	2%	-5	-4%
O=C(NNC(=O)C1CC1)c1cccc([N+](=O)[O-])c1	59%	-8%	52%[activator]	-2%	-1%	46%[activator]	-3%	-1	0%
O=C(NN1C(=O)C2C(C1=O)C1C=CC2C12CC2)c1ccccc1Cl (stereo unspecified)	-18%	-4%	-19%	-10%	0%	4%	-4%	-8	2%
O=C(O)c1sccc1S(=O)(=O)N1CCOCC1	.	-1%	10%	-23%	.	8%	-14%	-7	.
COC(=O)c1ccc(NC(=O)C(=O)c2cn(CC(=O)N3CCOCC3)c3ccccc23)cc1	1%	-2%	9%	1%	-2%	18%	-18%	2	-9%
NC(=O)c1nsc(C(=O)N(Cc2cccnc2)C(C(=O)NCc2ccc(F)cc2)c2ccc(O)cc2)c1N (stereo unspecified)	10%	1%	110%[activator]	-8%	-2%	-7%	3%	-7	-3%
CCCCCOc1ccc(Cn2ccnc2)cc1[N+](=O)[O-]	24%	?	-21%	-4%	?	1%	-8%	0	-5%
CCOC(=O)CSc1nc2ccc(NC(=O)c3ccc(C)cc3)cc2s1	-3%	4%	15%	-18%	-11%	.	-2%	8&-7	-3%

Reformatted with values under each structure: entries from further up.
Each structure is followed by: Pol beta inh	Glioma ERSR ind	Pol iota inh	POLH inh	Apoferritin bind	APEX1 inh	Pol kappa inh	LDHA block	BLM helicase inh
> COc1ccc(N(C)S(=O)(=O)c2cccc(C(=O)OCC(=O)NCc3ccccc3OC)c2)cc1
    -24%	-3%	-8%	?	-2%	0%	-9%	-1	0%
> CCSc1nc(O)c(C(c2cccc(OC)c2)c2c(O)nc(SCC)[nH]c2=O)c(=O)[nH]1
    4%	-1%	51%[activator]	-20%	-5%	48%[activator]	-4%	2	-1%
> CC(C)(C)c1ccc(C(=O)N/N=C2\C3CN4CCN(C3)CC2(c2ccccc2)C4)cc1
    25%	-4%	-25%	-16%	-7%	10%	-5%	-3	3%
> CC(=O)N1CCOc2ccc(S(=O)(=O)NCCc3cccc(C)c3)cc21
    16%	-1%	19%	-15%	-15%	19%	-3%	-4	-2%
> CN(C(=O)C12CC3CC(CC(C3)C1)C2)C1CCS(=O)(=O)C1 (stereo unspecified)
    15%	2%	5%	-8%	-13%	3%	0%	-6	0%
> COc1ccc2cc(CN(CC3COCCO3)S(=O)(=O)c3ccccc3)c(=O)[nH]c2c1 (stereo unspecified)
    0%	-2%	20%	-18%	-10%	18%	-1%	-4	0%
> CCC1CCCCC1
    .	-8%	.	.	-2%	1%	14%[60.1 µM]	.	0%
> CC[C@]1(C(=O)OC)[C@H]2C(=O)N(Cc3ccccc3)C(=O)[C@H]2[C@H]2CN=C(SCc3ccc(C#N)cc3)N21
    .	-2%	22%	-19%	.	6%	10%	1	.
> Cc1oc(-c2cccc(Br)c2)[n+]([O-])c1C
    -2%	1%	27%	0%	-7%	11%	3%	-7	-4%

Screens as filed in PubChem.
